MT1-MMP act inh: MT1-MMP (human) activation inhibition; HT1080 RFP-PRO-GFP cells, GFP/RFP ratio fluorescence, overnight; percent of plate control window, DMSO zero; GFP/RFP ratio change, % at 20 µM; AID 651647; 360,000 tested, 0.061% active;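 active means GFP/RFP ratio change of at least 30% with cell ATP level not reduced by more than half and red fluorescence within 50% of control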; further: strong numbers were not always called active
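Assay system: HT1080 RFP-PRO-GFP cells. Benchmarks: DMSO vehicle wells and RFP-L50D-GFP reporter cell wells. Times: overnight cell settling, then overnight compound exposure, 37 °C, 5% CO2. Compound: 20 µM single dose, 1% DMSO. Read-out basis: GFP/RFP fluorescence ratio.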
MLLE-PAM2 inh: inhibitors of microRNA-mediated deadenylation, human PABP1 MLLE binding. P11940. 360,000 tested, 0.36% active. GST-MLLE / FITC-PAM2 fluorescence polarization. inhibition, % at 20 µM; in the data active means inhibition above about 35%, passing the limit was not always enough;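 further: plate controls were DMSO wells with GST-MLLE for no effect and wells lacking GST-MLLE protein for full effect; some results filed as inactive read as strong as hits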
TbMetRS inhib: Trypanosoma brucei MetRS inhibition. AID 624268. inhibition, % at 11.9 µM. 360,000 tested, 0.4% active. purified T. brucei MetRS, ATP depletion, Kinase-Glo luminescence;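 active means inhibition above a per-plate cutoff of the control wells' mean inhibition plus 3 SD, cut at about 5.5% in these data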;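 further: 0% = DMSO wells median and 100% = median of wells with control inhibitor compound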
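Test system: purified T. brucei MetRS enzyme. Also added: ATP, methionine and E. coli bulk tRNA substrates. Compound: 11.9 µM single point. Schedule: 15 min enzyme-compound preincubation, 2 h reaction, 10 min detection, 25 °C. Signal: luciferase luminescence of residual ATP, Kinase-Glo. Evaluation: percent inhibition versus plate control medians. Controls: DMSO wells, low control.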
eLon inh: E. coli protease La inhibition; 360,000 tested, 0.42% active; AID 602123; P0A9M0; inhibition, % at 7.94 µM; purified E. coli Lon protease, fluorescence polarization; in the data active means inhibition above about 13%, passing the limit was not always enough;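 further: 0% = enzyme with probe and DMSO and 100% = no enzyme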
MsrA act: bovine methionine sulfoxide reductase A activation | 360,000 tested, 0.3% active | purified bovine MsrA, absorbance read-out | activation, % at 10.6 µM; in the data active means activation above about 7.5%;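 further: 0% = vehicle and 100% = reference activator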
MsrA inh: inhibits bovine methionine sulfoxide reductase A. purified bovine MsrA, absorbance read-out. inhibition, % at 15.5 µM. 360,000 tested, 0.75% active. AID 651718; in the data active means inhibition above about 4.5%;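 further: 0% = vehicle wells with enzyme and 100% = reference inhibitor wells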
FAS TE block: inhibitors of human fatty acid synthase thioesterase domain | P49327 | recombinant FAS-TE, OMFH fluorogenic substrate, fluorescence endpoint | inhibition, % at 15 µM | 360,000 tested, 0.67% active | AID 602261;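 active means compounds whose normalised, plate-corrected inhibition of enzyme fluorescence in the single-dose primary screen is 50% or more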;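 further: 0% = DMSO with enzyme and 100% = substrate without enzyme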
SKN-1 inh: inhibitors of C. elegans SKN-1. AID 624304. inhibition, % at 21.8 µM. 360,000 tested, 0.49% active. C. elegans VP596 Pgst-4::GFP/RFP ratio, acrylamide-induced, 24 h;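 active means interference check ratio from 0.5 to 1.5 plus GFP to RFP signal ratio inhibition reaching or exceeding a fixed threshold, cut at about 30% in these data, passing the limit was not always enough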; further: some compounds called inactive have numbers as strong as hits
CendR NRP1 mod: NRP-1/CendR interaction modulation; O14786; FAM-RPARPAR peptide binding to NRP-1, fluorescence polarization; inhibition, % at 25 µM; 360,000 tested, 0.85% active;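 active means inhibition or corrected inhibition above about 18%, plus a signal ratio from 0.5 to 1.5, limit read from the data, passing the limit was not always enough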; further: strong numbers were not always called active
Numbers without * were called inactive; / = no result given; & = joins results of further samples. This is a random part of the collection (roughly 4% active in at least one column).

SMILES	MT1-MMP act inh	MLLE-PAM2 inh	TbMetRS inhib	eLon inh	MsrA act	MsrA inh	FAS TE block	SKN-1 inh	CendR NRP1 mod
Fc1ccc(CSc2ncnc3c2oc2ccccc23)cc1	1	1	-0.9	-2	-8	0.3	28	-2	15
C[C@@]12C(=O)N(CCc3c[nH]c4ccccc34)CC(=O)N1[C@H]1c3ccccc3OC[C@@H]1[C@@H]2c1ccccc1	-2	-29	-0.1	-9	-3	-0.8	36	-8	-4
CC(OC(=O)c1nc(Cl)ccc1Cl)C(=O)NCc1ccccc1 (stereo not drawn)	1	6	0.7	-8	-1	0.8	-2	12	1
CC(=O)c1c(OCC(=O)N(C)C2CCCCC2)ccc2c(C)cc(=O)oc12	4	-11	-0.6	-1	-11	1.3	15	-9	4
O=CNC(n1cnc2c(N3CCOCC3)ncnc21)C(Cl)(Cl)Cl (stereo not drawn)	2	20	-0.8	-2	-3	0.0	-6	-5	0
CSCCC1C(=O)OC2(C)CC(C)(C)NC(=S)N12 (stereo not drawn)	4	-2	0.0	1	1	-0.2	-6	-13	5
Cc1ccc(N2CC(C(=O)OCC(=O)c3ccc[nH]3)CC2=O)cc1 (stereo not drawn)	4	10	-0.4	-7	-3	0.8	-5	-35	5
CC(C)(C)c1ccc(C(=O)Nc2ccc(C(=O)NCc3cccnc3)cc2)cc1	6	-7	-0.1	-11	0	-0.1	2	2	-13
CCn1nc(C)cc1C(=O)N1CCCC(N2CCN(c3cccc(Cl)c3)CC2)C1 (stereo not drawn)	0	2	-0.6	3	-2	-1.0	1	-18	-9
Cc1cc(C)c(NC(=O)Nc2ccc3c(c2)OCO3)c(C)c1	1	5	-0.5	-4	-8	-1.0	-12	-7	2
CC(C)C(c1nnnn1C1CCCC1)N1c2ccccc2CC1C (stereo not drawn)	-10	26	-0.7	13	-13	0.9	5	-6	16
C(=C\c1ccccc1)/CN1CCN(C(c2cccs2)c2nnnn2C2CCCC2)CC1 (stereo not drawn)	5	-9	0.0	6	-12	-1.7	13	-4	-6
Cc1ccc(/C(O)=C2\C(=O)C(=O)N(CCc3c[nH]c4ccccc34)C2c2cccnc2)cc1 (stereo not drawn)	0	-4	0.4	5	-7	2.5	0	3	2
COc1ccc(C(=O)NC(=S)Nc2cccc(NC(=O)c3ccco3)c2)cc1[N+](=O)[O-]	1	42*	0.3	4	0	0.9	-4	5	-2
O=C(Nc1ccc(OCC(=O)N2CCOCC2)cc1)c1cc(F)c(F)cc1Cl	4	0	0.4	-6	0	-1.2	-5	-2	5
C[C@@H]1CN([C@H](C)CO)C(=O)c2cc(C#CC(C)(C)O)cnc2O[C@@H]1CN(C)C(=O)C1CC1	-6	-2	-0.8	9	-1	-1.0	-4	0	3
COc1ccc(S(=O)(=O)CCC(=O)Nc2c(C)cccc2C)cc1	-3	-18	-1.3	-9	-1	0.5	-7	-9	-13
CC1(Cc2ccccc2Cl)C(=O)Nc2cc(-c3ccccc3Cl)ccc21 (stereo not drawn)	-15	7	-0.2	-11	-5	1.0	23	14	3
O=C(CNCCO)NC12CC3CC(CC(C3)C1)C2	-1	2	-0.4	1	5	0.1	-5	2	7
CC(C)c1ccc2c(c1)CC[C@H]1[C@](C)(CN)CCC[C@]21C	-5&-1	4&-2	-0.7&-1.0	-5&-4	1&-3	2.1&-0.1	-47&-16	14&1	-10&-3
O=C1NC(=S)NC1Cc1ccc(O)cc1 (stereo not drawn)	1	22	-0.3	9	0	0.3	-2	-1	-6
CCOC(=O)c1ccc(N2C(=O)C3CCCN3C2=S)cc1 (stereo not drawn)	1	-14	0.1	-14	-3	2.3	-2	17	6
OC(COc1ccc(Cl)cc1)CSc1ccccn1 (stereo not drawn)	0	-2	-0.1	-14	-2	-0.8	4	-8	4
CCn1ccc(C(=O)NC2=C(C#N)CCC2)n1	3	9	0.0	0	-2	-0.2	-4	-12	-5
Cn1c(NC(=O)/C=C\c2ccccc2)cc(=O)n(C)c1=O	-3	-18	-0.3	4	-4	5.3*	-1	1	-4
CCC1(CC)NC(=O)N(Cc2nc3ccccc3s2)C1=O	-3	-31	-1.3	4	-8	0.5	-3	14	4
Cc1nn(-c2ccccc2)c(Cl)c1/C=N/Nc1ccc(Cl)c(C(=O)O)c1	-4	18	-1.1	16	-10	2.1	26	2	-13
Cc1ccc(CNS(=O)(=O)c2ccc(F)c(F)c2)n1C	-2	-2	-0.7	8	1	0.3	-2	-24	0
COC(=O)c1cc(OC)c(OC)cc1NCC(=O)Nc1ccc(OC)c(OC)c1	5	-10	0.3	16	-2	1.0	-6	-3	4
O=C(CCCCCNc1nc(=S)[nH]c2ccccc12)N1CCN(c2ccccn2)CC1	0	-47	0.2	2	-1	-0.7	6	0	-5
O=C1c2ccccc2C(Nc2ccc(Cl)cn2)N1Cc1ccccc1 (stereo not drawn)	0	-8	-0.6	1	-6	0.9	14	-11	1
COc1ccccc1/C=C/C(=O)NNC(=O)c1cccs1	-1	3	0.2	5	-2	2.0	-3	-4	7
CC(C)NC(=S)NCc1cccnc1	-8	-35	0.2	-9	0	-1.0	-6	-11	-2
COc1ccc(OC)c(S(=O)(=O)NC(N)=NCCc2ccccc2)c1	0	5	-0.8	1	-12	-1.2	-12	2	-7
COCCCn1cc(CN2CC(N(C)C)CS2(=O)=O)nn1 (stereo not drawn)	3	/	-1.7	5	-9	1.3	-12	5	10
O=C(c1nc2ccc(Cl)cn2c1CNCCc1cnccn1)N1CCCCCCC1	-2	-7	-0.2	0	-2	-0.4	-3	4	-9
O=C(NC1CCCC1)C1CCN(S(=O)(=O)N2CCCCC2)CC1	2	-5	-1.2	4	-9	-1.5	-10	-18	0
CC(C)(C)c1ccc(C(=O)NCC(=O)OCC(=O)NC(=O)NC2CCCC2)cc1	4	-8	0.3	0	-2	1.2	12	8	-4
CC1=C/C(=N\NC(=S)Nc2cccnc2)CC(C)(C)C1	7	21	2.8	-7	-3	1.2	-3	0	-20
CC(=O)NC1C(=O)N=C(SC(C)C(=O)Nc2cccc(Cl)c2)NC1=O (stereo not drawn)	-2	29	-0.5	-6	-2	-1.0	-1	0	11
CCc1cccc(CC)c1NC(=S)NCCc1c(C)[nH]c2ccccc12	-10	-23	-0.4	-4	-6	1.0	10	-8	4
Cc1cc(C(=O)Nc2cccc([N+](=O)[O-])c2)c(C)o1	2	7	0.0	-7	-3	-0.2	5	5	-4
COc1ccc(N2C(=O)CC(N3CCN(c4nc5ccccc5s4)CC3)C2=O)cc1 (stereo not drawn)	2	20	-0.9	7	-5	1.4	-14	-2	-13
Cc1ccc(C)c(Cn2nnc3c(=O)[nH]c(C4CCCN(C(=O)C5CCCCC5)C4)nc32)c1 (stereo not drawn)	-2	2	-0.9	3	3	-0.7	9	6	-10
O=S(=O)(/C=C/c1ccccc1)NC1CCCCCCC1	-3	-5	-0.8	-2	-5	-0.9	18	-2	8

Copied from the list:
FAS TE block with CC1=C/C(=N\NC(=S)Nc2cccnc2)CC(C)(C)C1 : -3
CendR NRP1 mod with COCCCn1cc(CN2CC(N(C)C)CS2(=O)=O)nn1 (stereo not drawn) : 10
TbMetRS inhib with COc1ccc(OC)c(S(=O)(=O)NC(N)=NCCc2ccccc2)c1 : -0.8
SKN-1 inh with Cc1ccc(C)c(Cn2nnc3c(=O)[nH]c(C4CCCN(C(=O)C5CCCCC5)C4)nc32)c1 (stereo not drawn) : 6

Full records as entered above. Screens in order: MT1-MMP act inh	MLLE-PAM2 inh	TbMetRS inhib	eLon inh	MsrA act	MsrA inh	FAS TE block	SKN-1 inh	CendR NRP1 mod
O=C(Nc1ccc(OCC(=O)N2CCOCC2)cc1)c1cc(F)c(F)cc1Cl reads 4	0	0.4	-6	0	-1.2	-5	-2	5
CC(C)(C)c1ccc(C(=O)Nc2ccc(C(=O)NCc3cccnc3)cc2)cc1 reads 6	-7	-0.1	-11	0	-0.1	2	2	-13

The list continues:
SMILES	MT1-MMP act inh	MLLE-PAM2 inh	TbMetRS inhib	eLon inh	MsrA act	MsrA inh	FAS TE block	SKN-1 inh	CendR NRP1 mod
COc1cccc(CNC(=O)CCNC(=O)c2ccccc2OC)c1	-2	-13	-0.5	7	-7	-1.0	-4	4	-8
Cc1cnc(NC(=O)CN2CCN(c3ccccc3F)CC2)s1	4	0	-1.2	-12	-3	-0.5	-12	-5	6
CCCC(=O)N1CCN(c2ccc(NC(=O)c3cccs3)cc2Cl)CC1	8	15	-0.8	-6	-8	0.6	-6	-7	-4
CC(=O)NN1CCc2cc3ccc(C)cc3nc21	1	24	-1.4	0	-9	2.7	-5	-5	-1
Cc1ccc(-c2nnn(CC(=O)N(c3ccc(F)cc3)C(C(=O)NC(C)(C)C)c3ccco3)n2)o1 (stereo not drawn)	0	3	0.2	4	0	-0.5	1	-8	0
O=C1[C@H]2[C@H](ON3CCCC[C@H]23)C(=O)N1c1ccc(Cl)cc1	1	4	-0.2	6	-6	0.9	-8	9	4
CC(=O)/C(N=Nc1ccc(-n2ccc(C(F)(F)F)n2)cc1)=C(\C)O	-2	12	-0.3	13	-7	1.6	15	-1	7
CCOc1ccc(NC(C)=O)cc1N	4	-3	0.1	-4	-5	-0.1	-1	-5	4
COc1ccc(NC(=O)N(C2CCCCC2)C(C)c2ccco2)c(OC)c1 (stereo not drawn)	0	-2	-0.3	-5	0	-0.4	21	8	-1
Cn1cc(S(=O)(=O)c2ccccc2)c(=O)c2cc(Cl)ccc21	2	-18	0.0	2	-6	0.1	0	-12	-9
Cc1ccc(C)c(NC(=O)CN(C)C(=O)c2oc3c(Cl)cccc3c2C)c1	1	4	-0.4	-19	-1	0.6	8	-10	12
COc1ccc(NC(=O)Cc2ccc(Cl)cc2)cc1NC(=O)c1ccco1	0	-1	-0.3	-2	-4	0.9	26	12	-9
CC(=O)c1cc2c(cc1NC(=O)CN1CCN(c3ccc(F)cc3)CC1)OCO2	0	-2	-0.6	0	1	1.0	12	-20	5
O=C(OCc1c(Cl)cccc1Cl)c1cccnc1Cl	-4	-5	-0.1	-7	-2	-0.8	24	10	-10
COc1cccc(/C=N/NC(=O)CSc2cccc3cccnc23)c1	6	25	0.2	0	-2	0.0	1	5	-11
COc1ccc(NC(=O)CC2C(=O)N(c3ccccc3)C(=O)N2Cc2ccco2)cc1 (stereo not drawn)	-1	-10	-0.9	-6	-7	-1.2	0	-4	0
O=C(NC1CCCCCC1)c1c(F)c(F)c(F)c(F)c1F	1	-7	-0.8	-14	-5	0.4	1	-14	-1
COc1cc(/C=C/C(=O)O)cc(S(=O)(=O)NC2CCCC2)c1OC	0	11	-0.6	-8	-3	1.9	-6	3	-7
COCCN(C(=O)CSc1nnc2cc(C)c3ccccc3n12)c1c(N)n(Cc2ccccc2)c(=O)[nH]c1=O	-4	-33	-0.4	-13	-1	-0.6	-10	-5	-2
CN(C(=O)COC(=O)c1cccc(S(=O)(=O)N2CCCCC2)c1)C1CCS(=O)(=O)C1 (stereo not drawn)	-1	-8	-0.5	-2	-5	-1.1	0	4	16
CN(C)C(=O)C(=O)c1c(-c2ccccc2)cc2ccccn12	0	0	-0.3	1	-12	1.0	-4	0	-11
COc1ccc(C(CNC(=O)c2ccc(NS(=O)(=O)c3cccc([N+](=O)[O-])c3)cc2)N2CCOCC2)cc1 (stereo not drawn)	0	-7	-0.4	-4	-4	-0.1	2	6	-2
Cc1ccc(SCCC(=O)Nc2ccccc2C(=O)NC2CCCCC2)cc1	-4	8	-1.1	24	-7	-0.7	0	1	11

Screening data: PubChem BioAssay, several laboratories
